# Tau fluor cs = counter-screen for tau fibril formation inhibitors; tau K18 P301L (four-repeat tau fragment) Alexa594 fluorescence, heparin fibrillization; Potency, µM (titrated, usually from 57.7 µM), inactives show at the top dose activity change, negative = decrease; 0.93% of 280,000 active; AID 1463; further: on the % scale 0 is the no-effect control and ±100 the full control effect; nearly all actives have a fitted effect of over 55% in size
#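 Human K18 P301L tau (15 uM unlabeled plus 0.24 uM Alexa 594-labeled, final) in 100 mM sodium acetate pH 7 was mixed with compound and 20 uM heparin and incubated 6 hr at 37 C.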
# NPSR antagonist = antagonists of human neuropeptide S receptor cAMP signaling | Q6W5P4 | CHO-NPSR cells, cAMP TR-FRET, antagonist mode | Potency, µM (highest dose often 38.3 µM), for the others: at the top dose activity change, negative = inhibition, usual class: inhibitors | 1% of 220,000 active | AID 1461; further: on the % scale 0 is the no-effect control and ±100 the full control effect; nearly all actives have a fitted effect of over 50% in size; many of its hits are not listed in these tables
# Target sequence (Q6W5P4 whole entry, looked up): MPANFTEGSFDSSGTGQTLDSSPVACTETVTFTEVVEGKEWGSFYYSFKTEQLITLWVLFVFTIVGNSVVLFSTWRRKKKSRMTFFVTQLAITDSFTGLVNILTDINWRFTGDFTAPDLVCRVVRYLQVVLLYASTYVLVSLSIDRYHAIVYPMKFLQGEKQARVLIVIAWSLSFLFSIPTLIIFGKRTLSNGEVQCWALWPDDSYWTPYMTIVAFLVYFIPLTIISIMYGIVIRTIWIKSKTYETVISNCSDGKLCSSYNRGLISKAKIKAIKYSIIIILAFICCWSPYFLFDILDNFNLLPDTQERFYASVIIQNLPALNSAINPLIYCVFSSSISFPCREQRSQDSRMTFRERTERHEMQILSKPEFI
# ALDH1A1 block = blocks purified human ALDH1A1 activity; 7.3% of 220,000 active; Purified ALDH1A1, NADH fluorescence, propionaldehyde substrate; Potency, µM (doses to about 75.3 µM), inactives show at the highest dose activity, negative = inhibition, actives largely listed as inhibitors; active means well fitted inhibition curve with a large enough effect, not every such curve was filed as active; inconclusive means small, poorly fitted or top-dose-only effect, or another doubt; inactive means no such curve, though single readings can be large or run the other way;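 further: plate controls were no enzyme wells and a reference inhibitor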
# GAA spleen mod = lysosomal alpha-glucosidase (human) modulation; Potency, µM (top dose mostly 79.9 µM), without a hit: at the top dose activity change, negative = inhibition, actives largely listed as inhibitors; AID 2112; P10253; 0.006% of 240,000 active; human spleen homogenate, 4-MU-alpha-glucoside fluorescence;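 further: 0% = enzyme with vehicle and -100% = no enzyme basal signal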
#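 Human spleen homogenate (1 ug) with 4-methylumbelliferyl-alpha-D-glucopyranoside (1 mM final) in 50 mM citrate/phosphate pH 5.0, 0.01% Tween-20; 40 min at 37 C. Stopped at pH 10; 4-MU fluorescence Ex 365/Em 440 nm; AC50 by Hill fit.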
# Epigenetic reg = derepresses silenced GFP reporter in murine cells; murine LDR cells, GFP reporter derepression, 30 h; Potency, µM (titrated, usually from 53.9 µM), inactives show top-dose GFP activation, usual class: activators; 0.2% of 280,000 active; AID 1865; further: % of control where 0% means no effect; nearly all actives have a fitted effect of over 60% in size
#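 Derepression of a silenced CMV-GFP reporter in murine LDR cells is scored by enumerating GFP-positive cells with a laser-scanning microplate cytometer after 30 hours of treatment at 37 C.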
# GLA spleen mod = inhibitors or activators of human alpha-galactosidase in spleen homogenate. P06280. human spleen homogenate, 4MU-alpha-Gal fluorescence, 40 min. Potency, µM (doses to about 80 µM), inactives show at the highest dose activity change, negative = inhibition, most hits filed as inhibitors. 0.008% of 240,000 active;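 further: 0% = enzyme with vehicle and -100% = no enzyme basal signal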
# Target sequence (P06280 32-429 limits assumed): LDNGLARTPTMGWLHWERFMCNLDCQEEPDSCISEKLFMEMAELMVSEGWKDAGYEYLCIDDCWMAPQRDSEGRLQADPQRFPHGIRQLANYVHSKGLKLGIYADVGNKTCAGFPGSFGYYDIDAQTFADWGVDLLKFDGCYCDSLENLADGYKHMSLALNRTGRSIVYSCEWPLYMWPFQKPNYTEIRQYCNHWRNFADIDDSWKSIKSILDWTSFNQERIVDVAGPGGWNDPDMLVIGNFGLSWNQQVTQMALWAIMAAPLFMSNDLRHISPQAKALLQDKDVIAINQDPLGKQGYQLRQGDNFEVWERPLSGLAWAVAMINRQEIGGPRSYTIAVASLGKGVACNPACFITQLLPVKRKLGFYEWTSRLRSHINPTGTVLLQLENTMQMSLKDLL
#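 qHTS titration in buffer at pH 5.0. Alpha-galactosidase activity in spleen homogenate was measured via 4-methylumbelliferone release from 1 mM fluorogenic substrate after 40 min at 37C and a pH 10 stop. AC50 came from Hill fits of control-normalized data.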
# GAA inhib = inhibitors of human lysosomal alpha-glucosidase | 0.005% of 200,000 active | P10253 | Potency, µM (titrated, usually from 76.9 µM), inactives show at the top dose activity change, negative = inhibition, hits mostly inhibitors | purified human GAA, 4-MU-alpha-glucoside fluorescence;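 further: plate controls were uninhibited enzyme wells for no effect and no-enzyme background for full effect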
#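 Fluorogenic assay: 4 nM human alpha-glucosidase with 400 uM 4-methylumbelliferyl-alpha-D-pyranoside in 50 mM citrate/phosphate, 0.005% Tween-20, pH 5.0, 20 min at room temperature. Compounds tested up to 77 uM; AC50 from Hill fits.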
# GAA glycogen = inhibitors or activators of human alpha-glucosidase glycogen cleavage; P10253; recombinant GAA, glycogen substrate, Amplex Red glucose oxidase fluorescence; Potency, µM (doses to about 76.4 µM), inactives show top-dose activity change, negative = inhibition, usual class: inhibitors; 0.38% of 300,000 active; AID 2100;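 further: 0% = full enzyme reaction and -100% = no-enzyme basal signal; the screen sought inhibitors and activators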
#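 Recombinant enzyme (4 nM final) with compounds titrated up to 77 uM and bovine liver glycogen (30 ug) in citrate pH 5.0, 0.01% Tween-20, 37 C 40 min. Released glucose detected by Amplex Red/glucose oxidase (Ex 573/Em 610); AC50 from Hill fits.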
# * marks the source's active call; other numbers are inactive results; ? = inconclusive; . = not tested or not shown; & = joins results of further samples; ! = a repeat was not active; [ ] = dose if it differs, or a comment. Unless noted, the call rests on the fitted dose curve; in most records, active means well fitted curve in the direction sought with a large enough effect; inconclusive means small, poorly fitted or top-dose-only effect, or another doubt; inactive means no such curve, though single readings can be large; an effect the other way counts as inactive or inconclusive. Potency means the concentration at half of the fitted maximal effect. The list is partial (hit frequency here may not be typical).
SMILES,Tau fluor cs,NPSR antagonist,ALDH1A1 block,GAA spleen mod,Epigenetic reg,GLA spleen mod,GAA inhib,GAA glycogen
CS(=O)(=O)c1ccc(-c2cn3cc(C(=O)O)ccc3n2)cc1,2%,11%,?,.,1.1%,10%,-10%,0%
O=C(Nc1cccc(Cl)c1)N1CCC(CO)(CCOc2ccccc2)CC1,-16%,18%,0%,-14%,0.2%,-20%,-3%,-17%
COc1ccccc1C(=O)NCC(=O)OCC(=O)Nc1cccc(S(=O)(=O)N(C)C)c1,6%,3%,8%,4%,-0.5%,-8%,4%,7%
CCCCC[C@H](O)/C=C/[C@H]1C=CC(=O)[C@@H]1C/C=C\CCCC(=O)O,-3%&-7%&-6%,-28%,40µM*!,-4%&-4%&-16%,-1.0%&1.1%&-1.1%,4%&16%&-17%,5%[15.4 µM],-17%
Cc1ccc2nc(-c3ccc(NC(=O)CN4C(=O)NC(C)(c5ccc(OC(F)F)cc5)C4=O)cc3)sc2c1 (stereo unspecified),6%,-4%[46.1 µM],-6%,13%,0.1%,7%,3%,5%
CC(C)Oc1ccc(C(=O)/C(=C\c2cccs2)c2nc3ccccc3o2)cc1,0%,-43%,?,-2%,-6.9%,-3%,-6%,-5%
CCc1nnc(NC(=O)CSc2nnc(CNC(=O)c3ccc(OC)c(OC)c3)o2)s1,-4%,12%,-9%,7%,-1.2%,-8%,2%,19%
c1ccc(Cn2nnc3c(N4CCCC4)ncnc32)cc1,-4%,-1%[46.1 µM],?,-20%,0.0%,12%,?,2%
O=C(CSc1nnnn1C1CCCCC1)N1CCOCC1,-2%,13%,-2%,4%,8.0%,2%,?,-9%
Cc1cc(C)nc(SCC(=O)N/N=C/c2cccs2)n1,2%,16%,3%,-9%,-1.9%,9%,-9%,-1%
Cc1cc(-c2nnc3n2N=C(c2ccccc2)CS3)n[nH]1,5%,-16%,8%,-3%,2.8%,-3%,-2%[15.4 µM],4%
CCCc1nc(NCCO)c(C#N)c2c1CCCC2,-10%,-12%,.,9%,2.1%,4%,.,-14%

# Three entries from above, with two lines to a compound:
# Screens in order: Tau fluor cs, NPSR antagonist, ALDH1A1 block, GAA spleen mod, Epigenetic reg, GLA spleen mod, GAA inhib, GAA glycogen
> CCc1nnc(NC(=O)CSc2nnc(CNC(=O)c3ccc(OC)c(OC)c3)o2)s1
  -4%, 12%, -9%, 7%, -1.2%, -8%, 2%, 19%
> COc1ccccc1C(=O)NCC(=O)OCC(=O)Nc1cccc(S(=O)(=O)N(C)C)c1
  6%, 3%, 8%, 4%, -0.5%, -8%, 4%, 7%
> Cc1ccc2nc(-c3ccc(NC(=O)CN4C(=O)NC(C)(c5ccc(OC(F)F)cc5)C4=O)cc3)sc2c1 (stereo unspecified)
  6%, -4%[46.1 µM], -6%, 13%, 0.1%, 7%, 3%, 5%

# (more compounds)
SMILES,Tau fluor cs,NPSR antagonist,ALDH1A1 block,GAA spleen mod,Epigenetic reg,GLA spleen mod,GAA inhib,GAA glycogen
Cn1cnnc1Sc1ccc(S(C)(=O)=O)cc1[N+](=O)[O-],-9%,-20%,8%,3%,-1.0%,-4%,-5%,19%
Cc1ccc(C)c(NS(=O)(=O)c2cc(C(=O)Nc3cccc(N(C)S(C)(=O)=O)c3)ccc2C)c1,?,-11%[46.1 µM],8%,5%,0.0%,8%,-20%,-2%
Cc1cc(C)n(CC(O)COc2c(C)cccc2C)n1 (stereo unspecified),-12%,-2%,8%,7%,-0.1%,12%,10%,-5%
COc1ccc(CNC(=O)c2ccc(NS(=O)(=O)c3c(C)noc3C)cc2)cc1,-16%,-14%[46.1 µM],1%,2%,-2.2%,12%,-1%,2%
C/C(CC(=O)NCc1ccco1)=N\NC(=O)Cc1ccc(-c2ccccc2)cc1,1%,19%,-3%,-1%,-1.0%,-7%,-3%,5%
Cn1ncc(Cl)c1C(=O)NCc1cc(C(C)(C)C)n[nH]1,6%,11%,-8%,-1%,0.1%,3%,-14%,9%
Cc1nn(C(C)(C)C)c(OC(=O)c2ccco2)c1Sc1ccccc1,-14%,-22%[46.1 µM],4%,-2%,-1.1%,-9%,-5%,-10%
Cc1cc(N)n(-c2nc3ccccc3s2)n1,1%,-4%,3%,-18%,0.0%,-13%,3%,7%
COc1ccc(Oc2nnc(-c3ccc(C)cc3)c3ccccc23)cc1,-4%,6%[46.1 µM],-2%,-6%,-1.0%,0%,-3%,1%
O=C(O)c1cc2n(n1)C(C(F)(F)F)CC(c1ccco1)N2 (stereo unspecified),0%,0%[46.1 µM],?,6%,-0.7%,13%,2%,-6%
Cn1cnc2cc(NC(=O)c3ccco3)ccc21,-4%,-12%[46.1 µM],-64%,-6%,-1.0%,-1%,0%,2%
CC1=C(C(=O)OC(C)C)C(c2cccs2)NC(=S)N1 (stereo unspecified),-8%,7%,3.2µM*,4%,0.0%,7%,-4%,-20%

# Seven consecutive records already listed:
SMILES,Tau fluor cs,NPSR antagonist,ALDH1A1 block,GAA spleen mod,Epigenetic reg,GLA spleen mod,GAA inhib,GAA glycogen
CS(=O)(=O)c1ccc(-c2cn3cc(C(=O)O)ccc3n2)cc1,2%,11%,?,.,1.1%,10%,-10%,0%
O=C(Nc1cccc(Cl)c1)N1CCC(CO)(CCOc2ccccc2)CC1,-16%,18%,0%,-14%,0.2%,-20%,-3%,-17%
COc1ccccc1C(=O)NCC(=O)OCC(=O)Nc1cccc(S(=O)(=O)N(C)C)c1,6%,3%,8%,4%,-0.5%,-8%,4%,7%
CCCCC[C@H](O)/C=C/[C@H]1C=CC(=O)[C@@H]1C/C=C\CCCC(=O)O,-3%&-7%&-6%,-28%,40µM*!,-4%&-4%&-16%,-1.0%&1.1%&-1.1%,4%&16%&-17%,5%[15.4 µM],-17%
Cc1ccc2nc(-c3ccc(NC(=O)CN4C(=O)NC(C)(c5ccc(OC(F)F)cc5)C4=O)cc3)sc2c1 (stereo unspecified),6%,-4%[46.1 µM],-6%,13%,0.1%,7%,3%,5%
CC(C)Oc1ccc(C(=O)/C(=C\c2cccs2)c2nc3ccccc3o2)cc1,0%,-43%,?,-2%,-6.9%,-3%,-6%,-5%
CCc1nnc(NC(=O)CSc2nnc(CNC(=O)c3ccc(OC)c(OC)c3)o2)s1,-4%,12%,-9%,7%,-1.2%,-8%,2%,19%

# Additional records:
SMILES,Tau fluor cs,NPSR antagonist,ALDH1A1 block,GAA spleen mod,Epigenetic reg,GLA spleen mod,GAA inhib,GAA glycogen
O=C(N/N=C/C=C/c1ccccc1)c1cccnc1,-2%,29%,.,-3%,-2.2%,-9%,.,-10%
COc1ccc(CNC(=O)C(c2ccco2)N(Cc2ccccc2)C(=O)Cc2cccs2)cc1 (stereo unspecified),0%,?,13µM*,-8%,0.0%,-8%,-30%,0%
COc1ccc(N(C)S(=O)(=O)c2cccc(C(=O)Nc3nnc(C4CC4)s3)c2)cc1,-16%,-37%,?,-11%,-6.1%,0%,-3%,-1%
CN(C)c1ccnc2sc(C(=O)NCc3ccccc3)c(N)c12,-21%,?,?,-7%,1.0%,-1%,7%,3%
CCOc1ncccc1C(=O)OCc1ccc([N+](=O)[O-])cc1,-4%,-5%,5%,-1%,2.6%,-11%,4%,8%
Cc1ccccc1OCCc1c(C)[nH]c(=S)[nH]c1=O,-16%,31%,20µM*,-11%,-1.1%,-1%,9%,3%
CCOC(=O)c1ccc(NC(=O)NC2CC3CCC(C2)N3Cc2nnnn2Cc2ccco2)cc1 (stereo unspecified),?,-24%[46.1 µM],13µM*,-13%,-1.2%,-2%,2%,-4%
COc1ccc(-c2csc(N3CCN(C(=O)c4ccccc4)CC3)n2)cc1,-28%,-22%[46.1 µM],?,-8%,0.0%,-25%,-11%,-7%
CC1CCCN(C(=S)Nc2ccc(S(=O)(=O)N3CCCCC3)cc2)C1 (stereo unspecified),-13%,9%,-18%,1%,0.0%,-15%,-4%,1%
Cc1nn(CC#N)c(=O)n1-c1cccc(F)c1,-1%,-6%[46.1 µM],1%,-7%,-0.2%,-16%,1%,3%
Cc1ccnc(SCC(=O)O)n1,-2%,-6%[7.67 µM],7%,-10%,0.6%,3%,8%,-3%
Cc1sc(NC(=S)NC(=O)c2cccs2)nc1-c1ccc(CC(C)C)cc1,-18%,13µM*,?,-13%,0.6%,-9%,1%,1%
Cc1oc(S(=O)(=O)N2CCCC2)cc1C(=O)Nc1ccccc1,-9%,12%,.,-11%,-1.0%,5%,.,0%
CSc1ccc(/C=C/C(=O)OCC(=O)NC(C)C)cc1,-9%,-10%,?,4%,1.8%,14%,13%,10%
CCN1CCCC(OC(=O)c2cc(-c3ccc(C)cc3)nc3ccccc23)C1 (stereo unspecified),-18%,-44%,?,-1%,-0.4%,1%,-1%,6%
Cc1ccccc1CN(c1ccc(C(=O)Nc2cccnc2)cc1)S(C)(=O)=O,-14%,-8%[46.1 µM],24%,0%,-1.2%,5%,-5%,5%
CCn1cc(C(=O)NC(=S)Nc2cccc(O)c2)cn1,-11%,-12%[46.1 µM],-1%,-1%,1.1%,6%,0%,2%
CCOC(=O)/C(C#N)=N/Nc1c(C)n(C)n(-c2ccccc2)c1=O,1%,-30%,7.9µM*,11%,3.9%,-8%,-8%,?
Cc1nc(NC(=O)/C=C/c2ccccc2)sc1C(=O)Nc1ccc(Cl)cc1,-17%,?,?,-14%,-0.5%,4%,?,11%
O=C(/C=C/c1cc([N+](=O)[O-])ccc1OC(F)F)NCc1ccc(Cl)cc1,?,-21%[46.1 µM],-4%,-22%,1.8%,6%,-5%,2%
COc1ccc(-c2csc(NC(=O)CN3C(=O)CCC3=O)n2)cc1OC,-6%,11%,1%,-3%,-1.0%,2%,6%,6%
COCCCNC(=O)C1CCCN(S(=O)(=O)c2ccc(C)cc2)C1 (stereo unspecified),6%,-6%[46.1 µM],0%,-4%,-0.8%,0%,?,0%
Cc1cccc(NC(=S)NNC(=S)NCc2ccccc2)c1,-20%,4%[46.1 µM],1.6µM*,-1%,1.4%,-5%,-7%,7.9µM*
CCN(CC)CCCNC(CC(=O)Nc1cccc([N+](=O)[O-])c1)C(=O)O (stereo unspecified),-1%,7%,-3%,0%,2.3%,2%,-2%,2%
COC(=O)c1sc(S(=O)(=O)Nc2ccc(C)c(C)c2)c(C(=O)OC)c1C,?,-13%,?,-18%,0.0%,5%,2%,-6%
CCCCCCn1c(SCC(=O)c2c(N)n(C)c(=O)n(C)c2=O)nc2ccccc21,-11%,4%[46.1 µM],10%,-1%,-0.1%,-3%,0%,11%

# Bioassay records deposited in PubChem BioAssay by National Center for Advancing Translational Sciences (NCATS).
